CHO-K1 Ca ag = nonselective activator or artifact in parental CHO-K1 cells | 360,000 tested, 0.48% active | Fluo-8 calcium fluorescence; scaled to maximal ATP response, vehicle zero | activation, % at 3 µM; in the data active = activation above about 15%;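 also: untransfected CHO-K1 host cells lacking M1 receptor as counterscreen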
M1 ag = activates human CHRM1 receptor; CHO-K1 hM1, Fluo-8 calcium fluorescence, agonist mode; 0% DMSO, 100% acetylcholine EC100; P11229; 360,000 tested, 0.33% active; activation, % at 3 µM;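 active = activation above the run's mean compound activation plus 3 SD, cut at about 16% in these data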;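 also: peak over basal fluorescence ratio within a 140 s kinetic read after compound addition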
Target sequence (P11229 whole entry, looked up): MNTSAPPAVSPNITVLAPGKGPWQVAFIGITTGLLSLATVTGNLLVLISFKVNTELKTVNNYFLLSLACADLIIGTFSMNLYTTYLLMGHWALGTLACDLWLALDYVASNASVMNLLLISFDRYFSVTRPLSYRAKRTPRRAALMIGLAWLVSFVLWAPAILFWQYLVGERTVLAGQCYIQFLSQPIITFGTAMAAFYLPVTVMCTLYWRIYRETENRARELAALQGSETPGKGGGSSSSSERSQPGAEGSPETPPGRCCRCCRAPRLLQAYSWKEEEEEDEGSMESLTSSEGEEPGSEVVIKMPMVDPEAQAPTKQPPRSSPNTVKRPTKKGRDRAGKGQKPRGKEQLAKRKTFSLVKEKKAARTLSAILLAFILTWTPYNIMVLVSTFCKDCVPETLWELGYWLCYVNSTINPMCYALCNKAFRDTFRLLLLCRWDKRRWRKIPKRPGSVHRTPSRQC
CHO-K1 Ca antag = nonselective inhibitor or artifact in parental CHO-K1 cells; inhibition, % at 3 µM; ATP-induced calcium, Fluo-8 fluorescence; AID 602250; 360,000 tested, 0.6% active;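 active = inhibition above a per-plate cutoff, the plate's mean sample inhibition plus 3 SD, cut at about 24% in these data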;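 also: 0% = DMSO plus EC80 ATP and 100% = DMSO alone without ATP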
TAAR1 agonist = human TAAR1 agonism | Q96RJ0 | CHO RD-HGA16 TAAR1, Fluo-8 calcium fluorescence; vehicle wells 0%, saturating PEA agonist 100% | activation, % at 3 µM | 360,000 tested, 0.99% active | AID 624467;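 active = activation above the mean activation of all test compounds in the run plus 3 SD, cut at about 38% in these data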
Target sequence (Q96RJ0 whole entry, looked up): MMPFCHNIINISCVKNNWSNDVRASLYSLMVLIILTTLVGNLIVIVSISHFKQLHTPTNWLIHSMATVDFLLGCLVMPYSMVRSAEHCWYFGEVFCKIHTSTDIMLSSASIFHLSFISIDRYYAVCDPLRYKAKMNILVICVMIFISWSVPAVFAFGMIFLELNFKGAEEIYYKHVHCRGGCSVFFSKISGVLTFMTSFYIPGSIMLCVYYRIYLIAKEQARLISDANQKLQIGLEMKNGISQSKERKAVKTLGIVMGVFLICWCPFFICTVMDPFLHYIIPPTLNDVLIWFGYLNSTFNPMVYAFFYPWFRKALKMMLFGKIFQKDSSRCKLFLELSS
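Test system: RD-HGA16 (CHO) cells co-expressing Gα16 and hTAAR1 / Benchmarks: DMSO vehicle as 0%, PEA at EC100 as 100% / Repeats: no replicates (n 1) / Measure: % activation from peak over basal fluorescence ratio, DMSO-to-PEA scaled / Timing: 17-24 h plating, Fluo-8 75 min 37 °C, 30 min RT / Technique: kinetic Fluo-8 calcium fluorescence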
M1 PAM = human CHRM1 positive allosteric modulation; P11229; activation, % at 3 µM; CHO-K1 hM1, Fluo-8 calcium fluorescence, ACh EC20; 0% = ACh EC20, 100% = maximal ACh; 360,000 tested, 0.088% active; AID 588819; in the data active = activation above about 19%, passing the limit was not always enough
CHO-K1 Ca PAM = M1 PAM counterscreen hit in parental CHO-K1 cells; ATP EC20, Fluo-8 calcium fluorescence; 0% at ATP EC20, 100% at ATP max; activation, % at 3 µM; 360,000 tested, 0.02% active; AID 602247;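 active = activation above the run cutoff, the mean activation of all test compounds plus 3 SD, cut at about 40% in these data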;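 also: peak over basal fluorescence ratio in a 140 s read after ATP addition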
CHO parental Ca = signal in parental CHO cells, OX1R antagonist counter-screen | AID 463079 | parental CHO-K1, ATP-induced calcium, Fluo-8 fluorescence | inhibition, % at 5.6 µM | 330,000 tested, 0.63% active;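 active = inhibition above that plate's mean sample inhibition plus 3 SD, cut at about 26% in these data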;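 also: 0% = ATP-challenged DMSO wells and 100% = DMSO wells without ATP; some compounds past the cut are filed as inactive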
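Material – parental CHO cells · Reagent – ATP stimulus · Compound – single nominal dose of 5.6 µM per compound · Detection – Fluo-8 fluorescence · Read-out basis – percent inhibition of calcium signal · Controls – ATP-challenged DMSO wells low, unchallenged DMSO wells high · Repeats – no replicates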
TAAR1 antag = human TAAR1 antagonism | Q96RJ0 | CHO RD-HGA16 TAAR1, Fluo-8 calcium fluorescence, antagonist | inhibition, % at 3 µM | 360,000 tested, 1.5% active;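 active = inhibition above a per-plate cutoff, the mean inhibition of test compounds on that plate plus 3 SD, cut at about 49% in these data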;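 also: 0% = DMSO plus EC80 beta-PEA response and 100% = DMSO alone without agonist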
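Material: RD-HGA16 CHO cells with stable hTAAR1 and Gα16; Dosing: single nominal final test compound concentration of 3 µM; Schedule: seeding 17-24 h prior, 75-min 37 °C, 30-min RT dye loading; Detection: kinetic Fluo-8 calcium fluorescence measurement; Measure: % inhibition from peak post-agonist over basal fluorescence ratio; Benchmarks: vehicle and agonist controls.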
M1 antag = antagonists of human M1 muscarinic receptor. 360,000 tested, 1.3% active. AID 588852. CHO-K1 hM1, Fluo-8 calcium fluorescence, ACh EC80 antagonist. inhibition, % at 3 µM. P11229;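 active = percent inhibition above its own plate's cutoff, namely the mean of that plate's compound wells plus 3 SD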;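 also: peak over basal fluorescence ratio during 140 s after agonist addition; 0% = ACh EC80 plus DMSO and 100% = DMSO alone without agonist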
* marks the source's active call; other numbers are inactive results; . = not tested or not shown.

SMILES	CHO-K1 Ca ag	M1 ag	CHO-K1 Ca antag	TAAR1 agonist	M1 PAM	CHO-K1 Ca PAM	CHO parental Ca	TAAR1 antag	M1 antag
COc1ccc(OS(=O)(=O)Cc2ccccc2)cc1	2.4	-8	0	-1	-5	2	-4	-4	6
O=C(NCCOc1ccccc1F)C1CC(=O)N(Cc2ccccc2)C1 (stereo unspecified)	0.0	-5	-13	0	10	20	-2	-26	-13
CC(C)(C)c1ccc(C(=O)N2CCN(S(=O)(=O)c3ccc(Br)s3)CC2)cc1	0.3	-3	-16	0	0	0	-17	12	-6
COc1cc(C)ccc1OCCOCCN(C)Cc1ccccc1	1.6	-8	-15	1	0	20	-24	-13	-8
COc1ccccc1/C=C/C=N/NC(=O)c1cccs1	1.3	0	-12	0	5	13	-43	17	-16
CCN(CC)C(=O)CSc1nnc(CCNC(=O)OC(C)(C)C)o1	-0.1	-2	21	3	1	-6	0	13	-2
COc1cc(C(C[N+](=O)[O-])c2c(C)[nH]c3ccccc23)ccc1O (stereo unspecified)	0.9	-5	4	5	0	14	-2	-12	4
CCOC(=O)N1CCC(NC(=O)CS(=O)(=O)Cc2nc(-c3cccc(OC)c3)oc2C)CC1	0.2	-3	14	3	1	-5	-21	0	11
Cc1ccc(C(=O)OCC(=O)NC(C)C2CC3CCC2C3)cc1N (stereo unspecified)	0.1	-4	-10	5	7	-14	-19	8	-4
C=CCC1(C(=O)NCCO)CCN(C(=O)OC(C)(C)C)CC1	-0.1	-4	-4	11	4	-9	-10	2	-1
CCCCNC(=O)c1nc(C2CCN(S(=O)(=O)c3c(F)cccc3F)CC2)oc1-c1cccc(C(F)(F)F)c1	0.8	-3	-15	1	2	17	.	-8	-21
CCN(CC(=O)Nc1ccccc1C(F)(F)F)C(=O)c1ccc2c(=O)n3c(nc2c1)CCC3	2.3	-4	-14	5	2	10	-6	-21	-2
Cc1sc(NC(=O)c2cc(-c3ccccc3)nc3ccccc23)c(C(N)=O)c1C	1.1	3	3	11	5	19	-18	15	6
CC(=O)OC1CCC2C3CCC4=C(CC(F)C(=O)C4)C3CCC12C (stereo unspecified)	1.4	-4	-16	6	1	12	.	9	-9
c1coc(-c2nnc(SCc3cn4ccccc4n3)o2)c1	0.6	-4	-2	2	9	9	-12	15	-7
CSc1ncccc1C(=O)NCc1ccccc1Cl	-0.5	-3	0	0	8	-6	-11	11	8
COc1ccc(CC(=O)NCC(C)(C)N2CCOCC2)cc1	0.8	-6	-5	-4	6	-3	-19	-3	-5
CCOC(=O)c1c(NC(=O)c2cc(C)oc2C)sc(C(=O)Nc2ccc(Cl)cc2)c1C	0.5	-3	-10	3	6	16	-8	-7	-6
O=C(O)c1ccc(S(=O)(=O)NCc2ccc3c(c2)OCO3)cc1	0.2	-4	-1	2	4	-1	-3	-6	1
COc1cc(OC)cc(C(=O)N/N=C/c2ccc(OC)c(COc3ccc4ccccc4c3)c2)c1	0.5	-2	-18	5	2	16	-4	-7	-14
CC1(Oc2ccccc2)CCN(Cc2ccc(-c3ccccn3)cc2)C1 (stereo unspecified)	0.3	-9	-1	1	-2	-9	.	-9	-3
O=C(O)c1cccc(Cn2cccn2)c1	0.0	-2	-8	1	0	7	11	5	0
COc1ccc(N2CCN(CCCNC(=O)CCCn3c(=O)[nH]c4ccsc4c3=O)CC2)cc1	-0.1	-3	-9	3	6	23	-6	-3	-3
CCOC(=O)c1ccc([N+](=O)[O-])cc1NC(C)=O	0.7	-3	-14	-1	6	16	-5	-12	-5
CCOC(=O)C1CCCCN1Cc1ccc(-c2ccccc2)cc1 (stereo unspecified)	0.3	-2	-4	15	10	21	.	-36	-6
O=C(COc1ccc(S(=O)(=O)Nc2ccccc2)cc1)NCc1ccccn1	0.7	-3	6	4	4	1	.	-15	-6
COc1cc(C(=O)Nc2ccc(C(=O)NCC3CCCO3)cc2)cc(OC)c1OC (stereo unspecified)	0.8	-3	-11	1	6	10	-8	13	-6
COc1ccc(N2CCN(C3CCCN(C(=O)c4cccc(C)n4)C3)CC2)cc1 (stereo unspecified)	0.1	0	-2	0	12	-8	-11	-4	2
NC(=O)COC(=O)C(Cc1ccccc1)NS(=O)(=O)c1ccccc1F (stereo unspecified)	3.5	-1	-9	8	6	-1	2	-11	-8
CC1=C([N+](=O)[O-])C(c2ccc3c(c2)OCO3)N(C)C(=O)N1C (stereo unspecified)	1.5	-3	-15	5	8	20	5	-5	-8

Single entries from the entries so far:
CC1=C([N+](=O)[O-])C(c2ccc3c(c2)OCO3)N(C)C(=O)N1C (stereo unspecified) | M1 ag: -3
COc1ccc(N2CCN(CCCNC(=O)CCCn3c(=O)[nH]c4ccsc4c3=O)CC2)cc1 | CHO-K1 Ca PAM: 23

(cont.)
SMILES	CHO-K1 Ca ag	M1 ag	CHO-K1 Ca antag	TAAR1 agonist	M1 PAM	CHO-K1 Ca PAM	CHO parental Ca	TAAR1 antag	M1 antag
COc1c(C)cc(S(=O)(=O)NC2CC(C)(C)NC(C)(C)C2)c(C)c1C	0.3	-6	-1	5	4	-4	0	-3	-3
Cc1[nH]n(-c2ccc(Cl)cc2)c(=O)c1/C=N/n1c(C)nc2ccccc2c1=O	0.1	2	7	5	8	5	-1	-3	-8
Cc1onc(-c2ccccc2Cl)c1C(=O)N1CCCCCC1	1.7	-5	-5	4	5	7	.	0	-2
CC(C)(C)c1cc(C(=O)N/N=C/c2ccco2)n[nH]1	1.2	-6	-11	-1	4	15	13	-1	0
CCC(CC)C(=O)Nc1nnc(SCC(=O)NC2CC2)s1	-0.1	2	-3	11	14	14	2	-5	-17
C[C@@H]1CN(c2c(F)c(F)c3c(=O)c(C(=O)O)cn(C4CC4)c3c2F)C[C@H](C)N1	-0.4	-2	9	6	2	5	.	-19	-11
COC(=O)c1ccc(NC(=O)C(=O)NCC2CCCO2)cc1 (stereo unspecified)	11	-4	-1	2	10	23	-18	-1	-6
Clc1cccc(-c2nc3nc4ccccc4nc3n2Cc2ccccc2)c1	0.0	-6	3	1	5	0	-4	-3	-6
CC1=CC(C)C2C(=O)N(CCCN(C)C)C(=O)C2C1 (stereo unspecified)	0.4	-5	-6	6	5	14	-2	-2	-4
O=S(=O)(Cc1ccccc1)N1CCNCC1	0.6	1	-16	3	14	14	-3	-4	-16
O=C(NCc1ccco1)c1cccc2c1C(=O)N(C1CCCCC1)C2	0.8	-2	-7	18	4	10	-3	2	-21
O=C(O)C[C@H]1c2cc(F)ccc2S(=O)(=O)N1Cc1ccccc1	-0.2	-2	10	8	1	-12	-5	-6	7
COc1ccccc1C=NNc1nc(C)cc(=O)[nH]1	-0.1	-1	-1	2	-3	-17	.	-21	5
CC(C)Oc1ccc(CSc2nnc3n(C)c(=O)c4c5c(sc4n23)CCCC5)cc1	1.2	-5	-20	5	9	25	-15	3	-12
COc1cc(CO)cc(Br)c1OCc1cccnc1	-0.2	-3	-3	14	12	19	9	8	2

Looked up by compound from above, four records:
SMILES	CHO-K1 Ca ag	M1 ag	CHO-K1 Ca antag	TAAR1 agonist	M1 PAM	CHO-K1 Ca PAM	CHO parental Ca	TAAR1 antag	M1 antag
COc1ccc(CC(=O)NCC(C)(C)N2CCOCC2)cc1	0.8	-6	-5	-4	6	-3	-19	-3	-5
CC1=CC(C)C2C(=O)N(CCCN(C)C)C(=O)C2C1 (stereo unspecified)	0.4	-5	-6	6	5	14	-2	-2	-4
COc1ccccc1/C=C/C=N/NC(=O)c1cccs1	1.3	0	-12	0	5	13	-43	17	-16
Cc1sc(NC(=O)c2cc(-c3ccccc3)nc3ccccc23)c(C(N)=O)c1C	1.1	3	3	11	5	19	-18	15	6

Going on with the list:
SMILES	CHO-K1 Ca ag	M1 ag	CHO-K1 Ca antag	TAAR1 agonist	M1 PAM	CHO-K1 Ca PAM	CHO parental Ca	TAAR1 antag	M1 antag
CCc1ccc(S(=O)(=O)c2n[nH]n3c2nc(=O)c2ccccc23)cc1	0.8	-3	-15	-1	7	8	-7	-27	-12
CC(C)(C)c1[nH]nc2c1C(c1ccc(OC(=O)c3ccco3)cc1)C(C#N)=C(N)O2 (stereo unspecified)	0.5	10	-9	15	0	14	-21	6	1
O=C(CSc1nc2ccccc2[nH]1)Nc1nc(-c2cccc(Br)c2)cs1	-0.1	-4	-11	2	2	17	-8	14	-1
S=C(NCc1ccccc1)N1CCCCC1	0.3	-5	3	4	5	-6	-7	-4	4
CCC1CCCCN1C(=O)CSc1nc(N)c(NC(=O)c2ccc(OC)c(OC)c2)c(=O)[nH]1 (stereo unspecified)	0.2	-3	11	1	0	1	-1	13	-4
CCOC(=O)C(C)Sc1ccc2nnc(CCNS(=O)(=O)c3ccc(C)cc3)n2n1 (stereo unspecified)	0.2	-6	-15	0	7	20	-2	10	-9
CCc1nnc(NS(=O)(=O)c2ccc(NC(=O)c3ccccc3O)cc2)s1	0.3	-6	-7	4	0	4	3	-6	-8
O=c1[nH]c(C2CCCN(S(=O)(=O)c3cccc(F)c3)C2)nc2c1nnn2Cc1ccccc1 (stereo unspecified)	0.5	-5	1	-1	0	-3	-40	-23	1
Cc1nnc(NC(=O)c2ccc3ccccc3n2)s1	20*	-2	5	1	-1	13	18	-1	20
Cc1ccc(S(=O)(=O)NCc2ccc(/C=C(/C#N)C(=O)NCc3ccccc3)o2)cc1	1.0	-10	-9	-1	7	33	-31	7	-6

Source: PubChem (The Scripps Research Institute Molecular Screening Center)

Compounds as they come (roughly 4.4% active in at least one column).
